Screening data: PubChem BioAssay, National Center for Advancing Translational Sciences (NCATS)
Giardia killer – kills Giardia lamblia | 340,000 compounds, 0.15% hits | activity change, % at 7.66 µM, hits read low | Giardia lamblia trophozoite viability; in the data active = activity change below about -80%; inconclusive = between about -30% and that limit;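 note: parasites exposed to compound for two days anaerobically before the ATP read; % is set by controls: 0 for no effect and ±100 for the full control effect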
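Each well holds 100 Giardia trophozoites and compound. After two days (48 hrs) at 37 deg C in anaerobic conditions, ATP is quantified by luminescence.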
RORg inh – ROR gamma (mouse) transcription inhibition | Drosophila S2 Gal4-RORgamma UAS-luciferase reporter, 20 h | Potency, µM (top dose mostly 53.6 µM), inactives show at the highest dose activity change, negative = inhibition, usual class: inhibitors | 310,000 compounds, 5.4% hits | AID 2551; note: potency is the fitted concentration of half-maximal effect; % is set by controls: 0 for no effect and ±100 for the full control effect; nearly all actives have a fitted effect of over 60% in size
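A Gal4/UAS one-hybrid system in insect cells: metallothionein-promoter Gal4–ROR gamma fusion plus Photinus luciferase reporter. Copper sulfate 700 uM final, 20 hr ambient incubation, luminescent detection after 10 min with reagent.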
Rab9 promoter act – activates the Rab9 promoter; 320,000 compounds, 2.8% hits; Potency, µM (titrated, usually from 9.22 µM), without a hit: at the highest dose activation, negative = inhibition, hits mostly activators; Huh7 Rab9 promoter-luciferase reporter, luminescence, 24 h; note: potency is the fitted concentration of half-maximal effect; % of control where 0% means no effect; nearly all actives have a fitted effect of over 60% in size
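Huh7 reporter line, Rab9 promoter upstream of luciferase. Compound exposure 24 h at 37 °C in reduced-serum medium with 10% FBS. Read-out: luminescence.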
uPA surface inh – blocks generation of uPA at the cell surface; cell surface uPA generation assay, qHTS; Potency, µM (highest dose often 38.3 µM), inactives show at the highest dose activity change, negative = inhibition, most hits filed as inhibitors; 330,000 compounds, 0.31% hits; active = well fitted inhibition curve with a large enough effect; inconclusive = small, poorly fitted or top-dose-only effect; inactive = no such curve, though single readings can be large or run the other way; tested in mouse RAW 264.7 cells; note: potency is the fitted concentration of half-maximal effect; % is set by controls: 0 for no effect and ±100 for the full control effect; nearly all actives have a fitted effect of over 55% in size
ELG1 genotox – genotoxicity induction in ELG1-luciferase HEK293T cells; Potency, µM (series often up to 46 µM), inactives show at the highest dose activity change, positive = activation, usual class: activators; 330,000 compounds, 1.3% hits; AID 504466; HEK293T ELG1-luciferase reporter, luminescence, 16 h; note: potency is the fitted concentration of half-maximal effect; % of control where 0% means no effect; nearly all actives have a fitted effect of over 60% in size
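Luminescence read-out: rising ELG1-luciferase signal, reflecting elevated ELG1 protein under genetic stress, flags genotoxic compounds. Cells were treated for 16 hr at 37 °C before ONE-Glo detection.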
Coupling enz – inhibits coupling enzyme system, counter-screen for aldolase hits; coupling enzyme system counterscreen, AmpLite Red fluorescence; activity change, negative = inhibition, % at 58.2 µM, hits read low; 290,000 compounds, 0.67% hits; AID 2472; in the data active = activity change below about -30%; note: % is set by controls: 0 for no effect and ±100 for the full control effect
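Activity here indicates interference with the coupling reaction, not aldolase inhibition. Compounds at 57.5 uM final met coupling enzymes for 10 min at RT; substrate and AmpLite Red detection followed, with a 525/598 nm fluorescence read after 20 min.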
Tb PFK inh – blocks T. brucei phosphofructokinase. 330,000 compounds, 0.17% hits. Potency, µM (doses to about 57.5 µM), for the others: at the highest dose activity, negative = inhibition, most hits filed as inhibitors. AID 485367. T. brucei PFK, ADP-Glo luminescence. O15648;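 note: potency is the fitted concentration of half-maximal effect; 0% = uninhibited 1x PFK enzyme wells and -100% = no-enzyme wells; nearly all actives have a fitted effect of over 60% in size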
Target sequence (O15648 whole entry, looked up): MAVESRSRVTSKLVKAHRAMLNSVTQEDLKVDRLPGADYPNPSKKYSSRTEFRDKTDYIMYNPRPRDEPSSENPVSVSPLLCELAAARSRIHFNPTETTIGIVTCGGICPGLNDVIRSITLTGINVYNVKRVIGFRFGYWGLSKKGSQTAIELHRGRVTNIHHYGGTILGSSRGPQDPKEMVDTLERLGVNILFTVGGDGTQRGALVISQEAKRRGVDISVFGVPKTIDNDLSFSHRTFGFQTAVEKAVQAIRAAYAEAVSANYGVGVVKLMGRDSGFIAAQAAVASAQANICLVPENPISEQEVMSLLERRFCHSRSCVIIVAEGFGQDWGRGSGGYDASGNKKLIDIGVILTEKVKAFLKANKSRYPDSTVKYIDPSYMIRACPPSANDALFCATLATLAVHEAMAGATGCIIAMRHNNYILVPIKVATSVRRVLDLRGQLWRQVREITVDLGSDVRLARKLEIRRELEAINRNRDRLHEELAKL
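Activity is normalized to no-enzyme wells (full inhibition) and 1.25 nM enzyme wells (no inhibition). Reaction: 0.5 mM F6P, 0.1 mM ATP, 45 min RT, ADP-Glo luminescence; concentration-response curves fitted and classed by quality.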
KCNH2 3.1 block – KCNH2 3.1 (human) potassium channel inhibition. 340,000 compounds, 0.95% hits. U2OS KCNH2 3.1, thallium flux FluxOr; stronger effect = lower value. activity change, % (tested at about 1.8 µM). AID 720553;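 active = maximum activity change below -70%; inconclusive = maximum activity change from -70% to -50%; inactive = maximum activity change above -50%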;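 note: thallium influx rate constant from kinetic fluorescence after stimulation buffer; % is set by controls: 0 for no effect and ±100 for the full control effect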
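U2OS cells transduced with KCNH2 3.1 mutant virus (1.77 x 10^8 /mL, 4 h), plated overnight at 37 C, loaded 45 min with FluxOr dye plus Red40 quencher. Thallium flux rate constant from kinetic reads after stimulation buffer, normalised to controls.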
Gal4-VP16 FLuc – inhibits Gal4-VP16 luciferase reporter, ROR gamma counter-screen; Drosophila S2 Gal4-VP16 UAS-luciferase, luminescence, 20 h; Potency, µM (highest dose often 53.6 µM), inactives show at the highest dose activity, negative = inhibition, most hits filed as inhibitors; 310,000 compounds, 3.5% hits; AID 2546;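 note: Gal4-VP16 expression switched on by copper sulfate through the metallothionein promoter; potency is the fitted concentration of half-maximal effect; % is set by controls: 0 for no effect and ±100 for the full control effect; nearly all actives have a fitted effect of over 50% in size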
NPC1 prom act – activates the NPC1 promoter. 320,000 compounds, 2.4% hits. Potency, µM (top dose mostly 9.22 µM), for inactives: at the highest dose activation, hits mostly activators. Huh7 NPC1 promoter luciferase reporter, 24 h;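 note: potency is the fitted concentration of half-maximal effect; % of control where 0% means no effect; nearly all actives have a fitted effect of over 60% in size; reporter is driven by a mutant NPC1 promoter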
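NPC1 promoter–luciferase Huh7 cells; 24 h compound; luminescence.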
FLuc counter – firefly luciferase modulation, counter-screen for miR-21 project; purified FLuc, Km substrates, luminescence inhibition; Potency, µM (highest dose often 57.5 µM), inactives show at the highest dose activity change, negative = inhibition, most hits filed as inhibitors; 360,000 compounds, 6.9% hits; AID 588342;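 note: potency is the fitted concentration of half-maximal effect; plate controls were vehicle for no effect and reference inhibitor for full effect; nearly all actives have a fitted effect of over 55% in size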
Target sequence (P08659 whole entry, looked up): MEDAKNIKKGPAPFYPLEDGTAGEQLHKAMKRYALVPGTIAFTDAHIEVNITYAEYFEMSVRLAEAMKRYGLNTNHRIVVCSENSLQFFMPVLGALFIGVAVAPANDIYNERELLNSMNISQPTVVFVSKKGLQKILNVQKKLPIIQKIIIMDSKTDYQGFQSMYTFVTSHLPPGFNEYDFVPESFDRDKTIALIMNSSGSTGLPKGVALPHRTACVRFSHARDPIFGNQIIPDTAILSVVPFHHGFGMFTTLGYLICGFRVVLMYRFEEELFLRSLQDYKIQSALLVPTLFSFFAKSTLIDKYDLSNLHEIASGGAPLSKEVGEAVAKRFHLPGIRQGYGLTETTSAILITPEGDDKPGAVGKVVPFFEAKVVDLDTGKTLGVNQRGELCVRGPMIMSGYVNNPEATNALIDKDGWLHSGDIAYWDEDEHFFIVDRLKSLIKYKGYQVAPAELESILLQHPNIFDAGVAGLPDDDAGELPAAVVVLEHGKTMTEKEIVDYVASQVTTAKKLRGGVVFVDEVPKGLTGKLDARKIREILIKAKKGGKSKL
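Purified P. pyralis luciferase, 10 nM final, with Km-level 10 uM D-luciferin and 10 uM ATP in 50 mM Tris acetate pH 7.5, 10 mM Mg acetate, 0.01% Tween-20, 0.05% BSA; 6-point qHTS titration about 60 µM downward; luminescence read.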
Numbers without * were called inactive; ? = inconclusive; / = not tested or not shown; & = joins results of further samples; [ ] = dose if it differs, or a comment. Unless noted, calls come from the whole dose curve; as a rule, active = well fitted curve in the direction sought with a large enough effect; inconclusive = small, poorly fitted or top-dose-only effect, or another doubt; inactive = no such curve, though single readings can be large; an effect the other way counts as inactive or inconclusive. Rows are unselected; any-hit rate near 14%.

Results follow in this order: Coupling enz	KCNH2 3.1 block	uPA surface inh	NPC1 prom act	Gal4-VP16 FLuc	Tb PFK inh	Giardia killer	Rab9 promoter act	ELG1 genotox	FLuc counter	RORg inh
CC(C)(C)C(=O)COC(=O)c1ccccc1O
  1	0	3%	0%	-8%	2%	-10	-4%	0%	-17%	5%
CC1(C)Oc2ccc3ccc(=O)oc3c2/C(=C/NNC(N)=S)C1=O
  -1	10	-3%	-6%	-11%	1%	-18	-6%	-8%	4%	-34%
COc1cccc2sc(NN)nc12
  -5	-20	3%	16%	22µM*	-13%	-16	2%	0%	?	13µM*
O=C(c1ccccc1F)N1CCN(Cc2cccc(Cl)c2)CC1
  0	17	/	-1%	-5%	-12%	5	-9%	-9%	2%	8%
CC(C)CCN1CC(=O)N2[C@@H](Cc3c([nH]c4ccccc34)C2(C)C)C1=O
  1	-11	-4%	-2%	-13%	1%	-14	-2%	-7%	1%	25%
O=C(COc1coc(CN2CCN(c3ccccc3F)CC2)cc1=O)NC1CCCC1
  /	-5	2%	-4%	/	0%	20	-4%	-2%	4%	/
CC(NC(=O)Nc1ccc(Cl)cc1)C(c1cccs1)N1CCOCC1 (stereo not given)
  -4	1	-15%	-3%	-1%	-8%	-17	-7%	-12%	4%	9%
COc1ccccc1NC(=O)COC(=O)c1ccc(S(=O)(=O)N2CCCCCC2)cc1
  /	-4	6%	/	/	0%	8	/	0%	/	/
O=C(Nc1nc2ccc(Cl)cc2s1)c1ccc(Br)o1
  0	-19	0%	3.5µM*	/	-18%	-7	1.1µM*	?	2.4µM*	11%[0.365 µM]
O=C(Nc1ccc(Br)cc1)c1ccccc1CC[N+](=O)[O-]
  0	5	5%	-1%	1%	1%	-12	-7%	-2%	-2%	-1%
O=C(Nc1nccs1)c1cc(S(=O)(=O)N2CCCCC2)ccc1Cl
  0	3	-5%	0%	-16%	-2%	-16	1%	-6%	2%	-36%
COc1ccccc1-c1ccc(Nc2ccc(C(=O)N3CCOCC3)cc2)nn1
  -2	1	-2%	0%	7%	-1%	-18	1%	-5%	-20%	6%
C/C(=N\NC(=O)c1cc(C)oc1C)c1ccc2c(c1)OCO2
  -1	1	6%	18%	14%	0%	14	?	11%	?	-8%
CCOC(=O)NC(NCCc1ccccc1)(C(F)(F)F)C(F)(F)F
  4	4	2%	-1%	14%	-3%	-9	-3%	4%	0%	2%
Cc1cccc(NC(=O)CCN2CCC(C(N)=O)CC2)c1
  2	-22	-3%	2%	-11%	0%	13	0%	-1%	2%	10%
Cc1cc(OCC(=O)N2CCN(c3cccc(Cl)c3)CC2)c2c(C)c(C)c(=O)oc2c1
  -1	6	-2%	-3%	3%	-1%	11	0%	10%	-1%	17%
Cc1noc(C)c1C(=O)Nc1ccc(-c2nnc3n2CCCCC3)cc1
  /	-1	-3%	0%	/	3%	-19	-2%	-1%	5%	/
O=C(c1ccc(F)cc1)N(Cc1ccccc1)C1CCS(=O)(=O)C1 (stereo not given)
  3	11	-8%	5%	3%	-1%	15	0%	0%	3%	4%
O=C1CCCC2=C1C(c1ccco1)Nc1ccc3ccccc3c12 (stereo not given)
  -9	6	-14%	1%	14%	?	-15	3%	1%	?	21%
O=S(=O)(Nc1cc(C(F)(F)F)ccc1N1CCOCC1)c1ccccc1
  0	3	4%	2%	1%	13%	1	-1%	0%	1%	5%
OCCCN1CCN(CCCOc2ccccc2-c2ccccc2)CC1
  2	-21	1%	0%	1%	4%	11	0%	-3%	4%	-11%
c1ccc(OCc2nnnn2-c2ccccc2)cc1
  3	-7	-1%	1%	-3%	-4%	7	0%	1%	4%	-30%
O=C(NC1CCc2ccccc21)c1cc(COc2ccc(F)cc2Cl)on1 (stereo not given)
  0	3	15%	-3%	-1%	0%	-16	-8%	2%	-12%	-4%
CC(=O)N1CCOc2ccc(S(=O)(=O)N3CCN(c4cc(C)ccc4C)CC3)cc21
  0	-7	7%	-3%	-4%	-5%	-7	7%	-3%	3%	-6%
CCn1c(CC(=O)Nc2ccccc2C)nnc1SCC(=O)Nc1nncs1
  2	6	-1%	-5%	3%	2%	13	1%	1%	1%	-6%
CN(C)c1ccc(C(CNS(=O)(=O)c2cccc([N+](=O)[O-])c2)N2CCOCC2)cc1 (stereo not given)
  /	26	-4%	1%	/	-5%	-15	-4%	7%	6%	/
Oc1ccc(/C=N/NC(=S)NC2CC3CCC2C3)cc1 (stereo not given)
  3	1	-7%	3.2µM*	11µM*	-12%	-25	?	?	?	2.5µM*
S=c1[nH]nc(COc2ccccc2)n1/N=C/C=C/c1ccco1
  -1	-1	-2%	1%	-4%	-15%	26	-6%	0%	-6%	-42%
O=C(Nc1nc2c(Cl)ccc(Cl)c2s1)C1CC1
  1	-3	12%	1%	3%	-4%	-5	9%	-5%	0%	11%
CCOC(=O)c1c(O)cc(C)[nH]c1=O
  3&-2	-1	-3%	-4%&1%	3%&-9%	-5%&-4%	-2	1%&-3%	0%&-3%	-1%&0%	0%&2%
COc1ccc(OCc2nnc(SCC(=O)N3c4ccccc4Sc4ccc(Cl)cc43)o2)cc1
  -3	0	-1%	-9%	14%	0%	-13	-5%	-8%	-1%	-5%
COc1cccc(CC(NC(C)=O)C(=O)NC2CCN(S(=O)(=O)c3ccc4ccccc4c3)CC2)c1 (stereo not given)
  1	5	-5%	0%	13%	1%	-7	0%	4%	1%	-6%
CCOC(=O)/C=c1\s/c(=C(\C#N)C(=O)NC)n(-c2ccccc2)c1=O
  0	13	-3%	0%	12%	-1%	-15	5%	2%	3%	-35%
CCCN(C(=O)c1ccc(S(=O)(=O)N2CCCC2)cc1)C1CCS(=O)(=O)C1 (stereo not given)
  /	28	-20%	-3%	/	0%	12	-2%	0%	3%	/
O=C(CSc1nnc(-c2ccco2)n1Cc1ccccc1)c1ccc(F)cc1
  0	-7	3%	14%	-15%	3%	-11	?	19%	?	20%
CCOc1cc(-c2c(C#N)c(N)nc3c2CCc2ccccc2-3)ccc1O
  0	3	-8%	-1%	-29%	7%	7	-2%	15%	-14%	42%
O=C(CN1C(=O)NC(Cc2c[nH]c3ccccc23)C1=O)Nc1ccccc1Br (stereo not given)
  /	-8	8%	-2%	/	-3%	-4	-6%	3%	3%	/
O=C(NC(Cc1ccccc1)c1ccc2c(c1)OCCCO2)c1ccc(F)cc1 (stereo not given)
  1	12	/	5%	-10%	-4%	13	1%	11%	-14%	14%
CC(C)(C)NC(=S)NCCc1ccccc1
  3	-1	4%	3.2µM*	7.1µM*	-1%	-6	1.8µM*	?	11µM*	6.3µM*
CCc1ccccc1N1CC(C(=O)N2Cc3ccccc3CC2C(N)=O)CC1=O (stereo not given)
  /	-21	0%	/	/	0%	13	/	0%	/	/
COc1ccc(-c2cc(C(=O)Nc3ccccc3)on2)cc1
  0	5	18%	0%	-27%	2%	-14	3%	?	0.54µM*	-41%
CCOC(=O)C1CCCCN1C(=O)c1oc2c(Cl)cc(C)cc2c1C (stereo not given)
  0	/	2%	2%	-7%	?	-7	4%	-1%	12µM*	15%
Clc1cc(Sc2ccc(Br)cc2)nnc1-c1ccccc1
  3	-7	5%	-2%	-8%	-5%	2	8%	-4%	1%	26%
COc1ccc([C@]23Cc4cc(OC)c(OC)cc4C(O2)C2=C(CCCC2=O)O3)cc1
  -18	/	/	-4%[1.84 µM]	-1%[10 µM]	0%[11.5 µM]	/	-1%[1.84 µM]	/	?	7%[10 µM]
O=C(CN1CCN(c2ccccc2)CC1)NC(=O)NCc1ccccc1
  /	-7	13%	-4%	/	-8%	2	-2%	-2%	1%	/
COC(=O)c1ccc(C2C(C#N)=C(N)Oc3cc(C)n(C)c(=O)c32)cc1 (stereo not given)
  3	7	4%	-3%	0%	0%	-11	0%	0%	6%	-14%
O=[N+]([O-])c1ccccc1/C=N/OCc1ccccc1
  -2	7	-1%	4µM*	8%	-3%	5	?	?	11µM*	-1%
O=C(COc1ccccc1)Nc1cccc(-c2ccc(N3CCOCC3)nn2)c1
  /	4	-9%	1.8µM*	/	-6%	?	1.3µM*	2.3µM*	1.9µM*	/
COc1cccc(CN(C)C(=O)CNC(=O)c2cccs2)c1OC
  /	4	2%	-2%	/	0%	9	-1%	9%	0%	/
CC(C)c1ccc(NC(=O)CN2CCN(C(=O)C3CCCO3)CC2)cc1 (stereo not given)
  /	0	7%	2%	4%	1%	6	-8%	5%	5%	22%
CCCc1nnc(NC(=O)CCS(=O)(=O)c2ccccc2)s1
  0	22	-3%	0%	-8%	-6%	17	0%	-8%	3%	0%
